# Screening results from PubChem.
# DT40 TDP1 no CPT: qHTS for Inhibitors of human tyrosyl-DNA phosphodiesterase 1 (TDP1): qHTS in cells in absence of CPT. DT40 Tdp1-/- hTDP1 cells, no CPT, ATP luminescence, 48 h. 420,000 compounds, 15% hits. Potency, µM (doses to about 46.2 µM), without a hit: at the top dose activity change, negative = growth inhibition, actives largely listed as inhibitors; note: nearly all actives have a fitted effect of over 55% in size
#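 Readout: luminescence from CellTiter-Glo after 30 min in the dark at RT. Cells: DT40 Tdp1-/- with stable hTDP1, 400/well. Exposure: compounds alone, ≥48 hr, 37 °C.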
# TDP1 inh: inhibitors of human tyrosyl-DNA phosphodiesterase TDP1 | 350,000 compounds, 0.28% hits | recombinant TDP1, AlphaScreen DNA substrate cleavage | AID 485290 | Q9NUW8 | Potency, µM (titrated, usually from 130 µM), inactives show at the highest dose activity change, negative = inhibition, actives largely listed as inhibitors; note: nearly all actives have a fitted effect of over 40% in size
# Target sequence (Q9NUW8 whole entry, looked up): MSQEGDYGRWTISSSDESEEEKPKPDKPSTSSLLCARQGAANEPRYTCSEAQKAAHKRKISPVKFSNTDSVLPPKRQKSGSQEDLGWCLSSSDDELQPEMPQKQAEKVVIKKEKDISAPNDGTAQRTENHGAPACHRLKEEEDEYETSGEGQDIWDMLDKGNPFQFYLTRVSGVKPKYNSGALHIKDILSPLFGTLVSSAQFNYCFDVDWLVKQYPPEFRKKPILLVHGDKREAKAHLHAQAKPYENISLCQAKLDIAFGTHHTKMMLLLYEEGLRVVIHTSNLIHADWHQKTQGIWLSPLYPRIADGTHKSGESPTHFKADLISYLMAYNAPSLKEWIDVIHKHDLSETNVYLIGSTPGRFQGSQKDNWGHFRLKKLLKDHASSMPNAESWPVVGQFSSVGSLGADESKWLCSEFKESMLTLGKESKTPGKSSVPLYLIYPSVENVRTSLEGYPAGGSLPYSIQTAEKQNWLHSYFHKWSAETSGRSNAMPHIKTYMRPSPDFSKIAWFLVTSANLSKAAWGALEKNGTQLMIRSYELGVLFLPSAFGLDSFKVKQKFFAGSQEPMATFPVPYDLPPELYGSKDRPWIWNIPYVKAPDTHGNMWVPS
#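 Signal: AlphaScreen proximity between streptavidin donor and anti-FITC acceptor beads on intact substrate. Reaction: Tdp1 1 nM, substrate 15 nM final, 5 min RT after 15 min compound preincubation.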
# N370S GC mod: inhibits or activates N370S mutant glucocerebrosidase; P04062; N370S GC spleen homogenate, 4MU-glucoside fluorescence; Potency, µM (doses to about 59.4 µM), for inactives: at the top dose activity change, negative = inhibition, actives largely listed as inhibitors; 330,000 compounds, 0.092% hits;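 note: 0% = full enzyme activity and -100% = no enzyme basal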
# Numbers without * were called inactive; ? = inconclusive; / = no result given; & = joins results of further samples; [ ] = remark or other dose. Calls come from the whole dose curve; as a rule, active = well fitted curve in the direction sought with a large enough effect; inconclusive = small, poorly fitted or top-dose-only effect, or another doubt; inactive = no such curve, though single readings can be large; an effect the other way counts as inactive or inconclusive. Unless noted, % is set by controls: 0 for no effect and ±100 for the full control effect; potency is the fitted concentration of half-maximal effect.
item	molecule	DT40 TDP1 no CPT	TDP1 inh	N370S GC mod
1	Cc1ccc(NC(=O)Cc2ccc(-n3c(C)nc4cccnc43)cc2)c(Cl)c1	4.11µM*	8.5%	/
2	Cc1cc2cc(C#N)c(N3CCN(S(C)(=O)=O)CC3)nc2cc1C	?	5.4%	10.9%
3	CC1CCN(C(=O)c2[nH]cnc2C(=O)Nc2cccc(Cl)c2)CC1	?	3.0%	/
4	CCn1c(SCC(=O)N2CCN(c3ccccc3)CC2)nnc1-c1ccoc1C	-9.5%	3.7%	1.3%
5	N[C@H]1CCN(O)C1=O	?	18.7%&9.5%	4.4%&-20.4%
6	Clc1ccccc1-c1nc(NCc2cccs2)c2ccccc2n1	?	/	7.08µM*
7	COc1ccc(C(=O)Nc2ccc3c(c2)OCCO3)cc1	-15.0%	4.5%[56.1 µM]	1.0%
8	O=C(NCCOc1nc(N2CCOCC2)nc(N2CCOCC2)n1)Nc1ccc(Cl)cc1	-25.3%	0.0%	19.1%
9	Cn1c(N)c(C(=O)COC(=O)CNS(=O)(=O)c2ccc(Cl)c(Cl)c2)c(=O)n(C)c1=O	-25.2%	5.6%	-4.9%
10	N=C1CCCN1c1ccccc1O	4.6%	/	11.3%
11	CCOc1ccc(NC(=S)N2CCC(N(C)CCN3CCOCC3)CC2)cc1	-10.3%	-2.3%	1.4%
12	Cc1cccc(N2CCN(C(=O)CNC(=O)Cc3ccccc3)CC2)c1C	?	0.2%	/
13	Cc1ccc(C2NC(=O)CCC2[N+](=O)[O-])cc1 (configuration not stated)	?	2.3%	12.8%
14	COc1ccc(-c2cn[nH]c2-c2ccc(OCc3ccc([N+](=O)[O-])cc3)cc2O)cc1OC	20.6µM*	/	3.7%
15	O=C(c1cccc(S(=O)(=O)N2CCOCC2)c1)N1CCN(c2ccccc2)CC1	12.6%	-2.1%[56.1 µM]	/
16	CCC(NC(=O)CCc1c(C)c2cc3c(C)c(C)oc3cc2oc1=O)C(=O)N[C@@H](Cc1ccccc1)C(=O)O (some centres not stated)	3.7%	/	11.8%
17	CCc1c(C)c2nncn2[nH]c1=O	?	-2.4%	-8.0%
18	O=C(CSc1nc(=O)[nH]c2c1CCCC2)Nc1ccc(F)cc1F	-4.4%	0.4%	-18.1%
19	CCOc1ccc(C2NC(=O)c3ccccc3O2)cc1OCC (configuration not stated)	?	/	-0.5%
20	Cc1c(CN(C)C)c2c(n1C)C(=O)c1ccc(Br)cc1-2	?	6.1%	-9.5%
21	O=C(NCCC1CCCCN1S(=O)(=O)c1ccccc1)C(=O)NCC1CCCO1 (configuration not stated)	4.6%	1.0%	-0.2%
22	Cc1ccc(S(=O)(=O)N2CCCCC2)cc1C(=O)OCC(=O)N1c2ccccc2NC(=O)C1(C)C	?	0.0%	/
23	COc1ccc(-c2ccc(N(C)C)cc2)cc1[C@H]1[C@H]2C=CC[C@@H](C)[C@@H]2C(=O)N1Cc1ccccc1	8.2µM*	8.3%	8.3%
24	COc1ccccc1C1CC(=O)NC(C)=C1C(=O)OCC(C)C (configuration not stated)	13µM*	0.0%	?
25	CC1(C)CC(=O)C(N=Nc2ccc(OC(F)F)cc2)=C(O)C1	-14.7%	7.1%	1.2%
26	O=C(Cn1cnc2ccccc2c1=O)NC1CCS(=O)(=O)C1 (configuration not stated)	3.6%	-0.4%	-3.4%
27	C=CCn1c(=O)c2c(nc(-c3ccc(S(=O)(=O)O)cc3)n2C)n(C)c1=O	-11.9%&-5.9%	8.0%&4.9%	-3.2%&-1.6%
28	COCCCNC(=O)c1ccc2c(c1)NC(=O)C(C(C)C)N2 (configuration not stated)	2.3%	0.0%	/
29	O=C(CCn1[nH]c(=O)c2ccccc2c1=O)NCCO	-6.2%	1.0%	3.1%
30	CC1=C(C(=O)OCC(C)C)C(c2ccc(Br)s2)NC(=O)N1 (configuration not stated)	?	2.5%	10.6%
31	CCOC(=O)Cc1csc(NC(=O)CSc2nnc(Cc3csc(N)n3)n2C)n1	-3.4%	9.8%	-3.7%
32	Cc1ccc(NS(=O)(=O)c2ccc(C)c(C(=O)NCC(c3ccccc3)N(C)C)c2)cc1 (configuration not stated)	?	3.6%	/
33	CCCC(=O)NCCCc1nc2ccccc2[nH]1	3.1%	4.1%	3.0%
34	CCn1c2ccccc2c2cc(/C=N/n3cnnc3)ccc21	-29.7%	3.0%	1.8%
35	Cc1ccc2nc(C)cc(SCC(=O)N/N=C/c3ccco3)c2c1	-6.0%	-7.6%	-0.9%
36	CC1(C)Cc2c(sc3nc[nH]c(=O)c23)CO1	-1.1%	-3.6%	1.4%
37	CCCN(CC(=O)Nc1ccccc1OC)C(C)C(=O)NC(C)CCc1ccccc1 (configuration not stated)	?	-12.4%	?
38	CCOc1cc(C2NC(=O)NC(C)=C2C(=O)OCc2ccccc2)ccc1O (configuration not stated)	?	3.0%	3.5%
39	C/C(=N/NC(=O)Cc1cc(=O)[nH][nH]1)c1ccc([N+](=O)[O-])cc1	-0.1%	2.7%	3.4%
40	CCc1nn(CC(=O)NCc2ccco2)c(=O)c2cc3c(OC)cccc3n12	-3.1%	0.0%	/

# From compound 1 to 2, as listed above:
item	molecule	DT40 TDP1 no CPT	TDP1 inh	N370S GC mod
1	Cc1ccc(NC(=O)Cc2ccc(-n3c(C)nc4cccnc43)cc2)c(Cl)c1	4.11µM*	8.5%	/
2	Cc1cc2cc(C#N)c(N3CCN(S(C)(=O)=O)CC3)nc2cc1C	?	5.4%	10.9%

# (further entries)
item	molecule	DT40 TDP1 no CPT	TDP1 inh	N370S GC mod
41	CCOC(=O)c1ccccc1NC(=O)C1CCN(c2ncnc3c2nc2n3CCCCC2)CC1	-0.4%	5.0%	/
42	CC(NC(=O)c1c(O)nc2ccccn2c1=O)c1ccccc1 (configuration not stated)	18.4µM*	-2.0%	/
43	COc1cccc(N(C)C(=S)Oc2ccc3c(c2)CCCC3)n1	-18.3%	-10.6%	/
44	N#Cc1cc2ccc(N3CCOCC3)cc2cc1C#N	11.6µM*	2.3%	2.5%
45	Nc1ncn(CC(=O)c2ccccc2)n1	2.5%	-2.7%	-14.7%
46	COc1ccc(CN(C)C(=O)Cc2ccsc2)c(OC)c1OC	-6.2%	/	0.9%
47	Cc1ccc(Cl)c2sc(NC(=O)CS(=O)(=O)c3ccc(Cl)cc3)nc12	?	-2.6%	/
48	CSc1ncccc1C(=O)Nc1cc(Cl)ccc1N1CCOCC1	?	3.1%	/
49	CC(C)Sc1nnc(NC(=O)C2CC2)s1	?	7.2%	9.4%
50	Cc1nn2c(C)c(C(=O)NCc3ccco3)cnc2c1-c1ccccc1	?	9.7%	/
51	CCCc1c(C)nc(N2CCN(c3cccc(OC)c3)CC2)[nH]c1=O	?	/	-1.4%
52	Cc1ccc(CSc2nnc(C(F)(F)F)n2Cc2ccc(F)cc2)cc1	-8.1%	-4.3%	-2.8%
53	O=C(COC(=O)Cn1cnc2ccccc2c1=O)NNC(=O)c1ccc(Br)cc1	1.8%	-7.6%	/
54	NC(=O)C1CC(=O)N(c2ccc(OCc3ccc(F)cc3)cc2)C1 (configuration not stated)	-17.8%	2.2%	-7.8%
55	Cc1ccc(NC(=O)CN(C)C(=O)c2cn(Cc3ccccc3)nc2-c2cccnc2)cc1	?	1.3%	0.6%
56	Cc1cc(=O)[nH]c(/N=C(\N)Nc2ccc(Oc3ccccc3)cc2)n1	?	/	0.3%
57	C=CCS(=O)(=O)c1nc2ccccc2s1	20.6µM*	2.0%	2.4%
58	CCCCCOc1ccc(C(=O)CCC(=O)NNC(=O)c2ccncc2)cc1	6.0%	0.2%	2.3%
59	COc1ccc(CCN(C)C2CCCN(S(=O)(=O)C(C)C)C2)cc1OC (configuration not stated)	0.4%	/	-1.8%
60	COc1ccc(OC)c(NC(=O)C(NS(=O)(=O)c2ccc3c(c2)CCCC(=O)N3)C(C)C)c1 (configuration not stated)	-27.7%	5.3%	/
61	O=C(COC(=O)c1cnccn1)Nc1ccc(Cl)cc1C(F)(F)F	?	7.0%	-1.8%
62	CCOC(=O)c1c(NC(=O)c2ccc(S(=O)(=O)N3CCCC(C)C3)cc2)sc2c1CCN(C(C)C)C2 (configuration not stated)	10.3µM*	5.2%	/
63	COc1cccc(CCNC(=O)c2cnc3sc(N4CCCC4)nn3c2=O)c1	16.4µM*	-5.9%	/
64	CC(C)(C)Nc1nc(SCC(=O)Nc2ccccc2Cl)nc(N2CCOCC2)n1	-25.9%	1.6%	17.8%
65	CN(C1CCCC1)C1CCN(C(=O)CNC(=O)/C=C/c2ccc(F)cc2)CC1	?	2.3%	12.2%
66	CC(C)(O)C#Cc1ccc(CN2CCN(CCc3ccccc3)C(CCO)C2)s1 (configuration not stated)	?	3.0%	-14.9%
67	Cc1cc2c(c3oc(=O)c4ccccc4c13)CN(Cc1ccc(F)cc1)CO2	?	8.6%	/
68	COc1cccc(CNC(=O)Cn2nc(C)c([N+](=O)[O-])c2C)c1	-19.0%	/	-1.9%
69	CSCCC1NC2(C(=O)Nc3c(C)cc(Cl)cc32)[C@@H]2C(=O)N(C3CCCC3)C(=O)[C@H]12 (some centres not stated)	20.6µM*	2.0%	-0.5%
70	Cc1cc(O)cc2c1C(=O)/C(=C/c1ccco1)O2	1.3%	/	-11.3%
71	C=CCn1c(COc2cccc3ccc(C)nc23)nnc1SCC(=O)O	-0.6%	-1.0%	-12.3%
72	O=C(CSC(=S)N1CCOCC1)c1cc2ccccc2oc1=O	?	/	-5.0%
73	COc1cc(Br)c(CCNC(=O)Cc2ccccc2)cc1OC	-23.0%	1.2%	1.8%
74	Cc1c(Cl)cccc1NC(=S)N1CCC(C(N)=O)(N2CCCCC2)CC1	-1.7%	0.0%	-5.7%
75	C=CCNC(=O)CSc1n[nH]c(-c2cc(Cl)ccc2OC)n1	-19.5%	5.0%	3.3%
76	C=CCC(C=C)[N+]1(CC(=O)OC)CCCCC1 (configuration not stated)	?	2.3%	-5.8%
77	CCOc1ccc(-n2nc3c(=O)n(CCN4CCCCC4)nc(C)c3c2C)cc1	2.4%	1.3%	-26.4%
78	Nc1cc(-c2ccc(Br)cc2)[nH]n1	?	5.3%	11.1%
79	CCCNC(=O)c1ccc(N(Cc2ccccc2)S(C)(=O)=O)cc1	-17.3%	-1.0%	-7.8%
80	CCOc1ccc(CCNC(=O)c2ccc(C)c(N3CCCC3=O)c2)cc1OCC	?	-2.4%	-3.4%

# An excerpt of these results, screen by screen.
41) CCOC(=O)c1ccccc1NC(=O)C1CCN(c2ncnc3c2nc2n3CCCCC2)CC1
42) CC(NC(=O)c1c(O)nc2ccccn2c1=O)c1ccccc1 (configuration not stated)
43) COc1cccc(N(C)C(=S)Oc2ccc3c(c2)CCCC3)n1
44) N#Cc1cc2ccc(N3CCOCC3)cc2cc1C#N
45) Nc1ncn(CC(=O)c2ccccc2)n1
46) COc1ccc(CN(C)C(=O)Cc2ccsc2)c(OC)c1OC
47) Cc1ccc(Cl)c2sc(NC(=O)CS(=O)(=O)c3ccc(Cl)cc3)nc12
48) CSc1ncccc1C(=O)Nc1cc(Cl)ccc1N1CCOCC1
49) CC(C)Sc1nnc(NC(=O)C2CC2)s1
50) Cc1nn2c(C)c(C(=O)NCc3ccco3)cnc2c1-c1ccccc1
entry no. | 41 | 42 | 43 | 44 | 45 | 46 | 47 | 48 | 49 | 50
DT40 TDP1 no CPT | -0.4% | 18.4µM* | -18.3% | 11.6µM* | 2.5% | -6.2% | ? | ? | ? | ?
TDP1 inh | 5.0% | -2.0% | -10.6% | 2.3% | -2.7% | / | -2.6% | 3.1% | 7.2% | 9.7%
N370S GC mod | / | / | / | 2.5% | -14.7% | 0.9% | / | / | 9.4% | /

51) CCCc1c(C)nc(N2CCN(c3cccc(OC)c3)CC2)[nH]c1=O
52) Cc1ccc(CSc2nnc(C(F)(F)F)n2Cc2ccc(F)cc2)cc1
53) O=C(COC(=O)Cn1cnc2ccccc2c1=O)NNC(=O)c1ccc(Br)cc1
54) NC(=O)C1CC(=O)N(c2ccc(OCc3ccc(F)cc3)cc2)C1 (configuration not stated)
55) Cc1ccc(NC(=O)CN(C)C(=O)c2cn(Cc3ccccc3)nc2-c2cccnc2)cc1
56) Cc1cc(=O)[nH]c(/N=C(\N)Nc2ccc(Oc3ccccc3)cc2)n1
entry no. | 51 | 52 | 53 | 54 | 55 | 56
DT40 TDP1 no CPT | ? | -8.1% | 1.8% | -17.8% | ? | ?
TDP1 inh | / | -4.3% | -7.6% | 2.2% | 1.3% | /
N370S GC mod | -1.4% | -2.8% | / | -7.8% | 0.6% | 0.3%

# More entries:
item	molecule	DT40 TDP1 no CPT	TDP1 inh	N370S GC mod
81	CNC(=S)N(C)/N=C1/C(=O)N(Cc2c(Cl)cccc2Cl)c2ccccc21	18.4µM*	8.4%	/
82	Cc1cccc(NC(=S)N(c2ccccc2)C(C)C)c1C	?	5.5%	8.3%
83	C/C(=N\Nc1ccccc1)c1c(O)cc(C)oc1=O	10.3%	8.8%	-2.9%
84	CCOC(=O)c1ccc(N2C(=O)c3n[nH]c(C)c3C2c2ccco2)cc1 (configuration not stated)	-25.8%	5.3%	-0.2%

# Not all compounds are listed (hit frequency here may not be typical).
